CHOP inhibitor – inhibitors of CHOP promoter induction, primary screen, cell-based, unfolded protein response, luciferase reporter; inhibition, % at 10 µM; 3.8% of 220,000 active; CHO-K1 CHOP-promoter luciferase, tunicamycin-induced, 15-18 h; AID 2732, 2010;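 active = compounds that reduced the stress-induced luciferase reporter signal by more than about 70% of percent inhibition, limit read from the data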;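 note: 0% = tunicamycin plus vehicle and 100% = wells without tunicamycin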
RBBP9 inh – human RBBP9 inhibitors, primary screen, biochemical, fluorescence polarization, FP-Rh probe, HTS | Serine hydrolase RBBP9 (Homo sapiens), O75884 | recombinant RBBP9 | inhibition, % at 7.94 µM | 0.2% of 220,000 active | AID 1515, 2009;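 active = inhibition above the campaign mean of all tested compounds plus 3 SD, cut at about 14% in these data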;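 note: plate controls were DMSO wells with RBBP9 for no effect and wells lacking RBBP9 protein for full effect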
Target sequence (O75884 whole entry, looked up): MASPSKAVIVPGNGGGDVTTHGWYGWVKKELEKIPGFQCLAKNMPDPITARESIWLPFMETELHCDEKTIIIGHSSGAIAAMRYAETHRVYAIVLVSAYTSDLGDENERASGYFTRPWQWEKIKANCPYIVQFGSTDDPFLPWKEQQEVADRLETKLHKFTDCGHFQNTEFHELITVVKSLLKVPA
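System: RBBP9 protein | Quantity: 2.5 µM RBBP9 dispensing solution, before mixing | Reagent: FP-Rh probe, 375 nM dispensing solution | Timing: Enzyme-compound preincubation 30 min, then probe labeling 45 min, 25 °C | Measured by: Fluorescence polarization | Read-out: % inhibition | Replication: One well per compound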
PPC-1+TRAIL kill – compounds killing PPC-1 cancer cells with TRAIL present, primary screen, TRAIL potentiator project, ATPLite luminescence, uHTS; 0.41% of 220,000 active; PPC-1 cells + TRAIL, ATPLite viability luminescence; cell killing (% activity), % at 4 µM; AID 1443, 2008;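 active = cell killing above 50% in the first pass at 4 µM, then a duplicate retest at 5 µM averaging 50% or more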;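 note: plate controls were cells with TRAIL plus DMSO for no effect and medium-only wells lacking cells for full effect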
TRPML3 ag – human TRPML3 channel agonists, primary screen, cell-based, HEK293 TRPML3-YFP, Fluo-8 calcium fluorescence, 3 µM; Mucolipin-3 (Homo sapiens), Q8TDD5; 100% = the carbachol control signal; activation, % at 3 µM; 0.29% of 220,000 active;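 active = activation above its plate's cutoff, the mean activation of the plate's test wells plus 3 SD, cut at about 12% in these data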;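 note: 0% = DMSO only wells and 100% = carbachol wells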
Target sequence (Q8TDD5 whole entry, looked up): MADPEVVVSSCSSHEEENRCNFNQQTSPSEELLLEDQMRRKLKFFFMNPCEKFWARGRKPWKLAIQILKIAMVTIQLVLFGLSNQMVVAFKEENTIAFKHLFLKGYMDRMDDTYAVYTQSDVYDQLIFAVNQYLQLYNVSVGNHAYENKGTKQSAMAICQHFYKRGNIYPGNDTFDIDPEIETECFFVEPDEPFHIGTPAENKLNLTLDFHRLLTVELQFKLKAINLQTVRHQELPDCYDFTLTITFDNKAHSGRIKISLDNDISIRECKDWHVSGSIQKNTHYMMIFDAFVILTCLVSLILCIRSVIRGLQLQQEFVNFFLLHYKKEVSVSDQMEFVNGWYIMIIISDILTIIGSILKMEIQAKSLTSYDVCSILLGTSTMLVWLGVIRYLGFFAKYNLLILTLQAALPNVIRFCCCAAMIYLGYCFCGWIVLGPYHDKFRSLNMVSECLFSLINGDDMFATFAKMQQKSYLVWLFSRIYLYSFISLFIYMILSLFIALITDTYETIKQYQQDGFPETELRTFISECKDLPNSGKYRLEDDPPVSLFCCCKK
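Test system – HEK293 line with stable expression of human TRPML3-YFP channel · Control set – carbachol 87 µM final as high control (100%), DMSO as low control (0%) · Signal – Fluo-8 calcium dye fluorescence, ex 470-495, em 515-575 nm · Incubation – 1-h 37 °C dye load, 5-s basal, 120-s post-compound reads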
TRPN1 ag – zebrafish TRPN1 channel agonists, primary screen, cell-based, HEK293, calcium fluorescence; activation, % at 3 µM; HEK293 zebrafish TRPN1-YFP, Fluo-8 calcium fluorescence; 100% = response to 87 µM carbachol; 0.18% of 220,000 active; AID 1424, 2008;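 active = activation above its plate's cutoff, the mean activation of test wells on that plate plus 3 SD, cut at about 19% in these data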;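 note: 0% = DMSO alone and 100% = 87 µM carbachol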
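Material: zebrafish TRPN1-YFP in HEK293 cells. Doses: one dose of 3 µM, 0.3% DMSO. Incubation: dye 1 h 37 °C plus 30 min RT. Measured by: intracellular calcium fluorescence with Fluo-8.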
Wee1 stabilizer – Wee1 degradation inhibitors, primary screen, cell-based, HeLa, Wee1K328M-luciferase, luminescence; reporter increase, % at 5 µM; HeLa Luc-Wee1K328M stability; 100% = proteasome inhibitor MG132 effect; 1.2% of 220,000 active; Wee1-like protein kinase (Homo sapiens), P30291;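 active = activation above the mean of all tested compounds plus 3 SD, set per screening run, cut at about 8.8% in these data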;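 note: cells exposed to compound for 20 h before luminescence read; 0% = DMSO alone and 100% = MG132 at 30 µM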
Ba/F3 V617F tox – reduced viability of JAK2V617F-dependent Ba/F3 cells, primary screen, JAK2V617F inhibitor project, cell-based, Ba/F3 EpoR-JAK2V617F, luminescence; ATP luminescence; inhibition, % at 5.6 µM; 1.1% of 220,000 active;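 active = inhibition above the campaign mean plus 3 SD over all tested compounds, cut at about 24% in these data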;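 note: cytokine-independent growth of Ba/F3 cells driven by EpoR plus mutant JAK2; 0% = DMSO-treated cells and 100% = JAK inhibitor I control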
BaF3 tox – parental Ba/F3 cell viability inhibition, counter-screen for JAK2V617F inhibitor project, murine pro-B, CellTiter-Glo luminescence; 1.1% of 220,000 active; AID 1486, 2009; CellTiter-Glo ATP luminescence; inhibition, % at 5.6 µM;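 active = inhibition above a per-campaign cutoff, the mean inhibition of all tested compounds plus 3 SD, cut at about 27% in these data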;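 note: 0% = DMSO wells and 100% = JAK Inhibitor I control wells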
TNF necrop inh – inhibitors of TNF-alpha triggered necroptosis, primary screen, cell-based, Jurkat FADD-/-, single concentration. Jurkat FADD-/- TNF necroptosis rescue, ATP luminescence, 24 h; 0 = TNF only, 100 = no-TNF cells. activation (protection from cell death), % at 10 µM. 0.068% of 220,000 active;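 active = activation, meaning protection from cell death, of at least 50% relative to plate controls; inactive = activation below 50%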;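 note: necroptosis triggered by 40 ng/mL TNF-alpha added together with compound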
* = called active by the depositor; x = not tested or not shown; & = joins results of further samples.

1. C=CCSc1nnc(-c2ccccc2NC(=O)CC)c(=O)[nH]1
2. c1ccc(-c2cc(-c3nnco3)c3ccccc3n2)nc1
3. Cc1cccc(OCC(=O)Nc2cccc(C(=O)NCC(C)C)c2)c1
4. COc1ccc2oc(=O)c(C(C)=O)cc2c1
5. O=C(Nc1ccc(-c2ccc3nncn3n2)cc1)C1CCCCC1
6. CCCNc1ccc(S(=O)(=O)N(CC)CC)cn1
7. CCOc1ccccc1-c1nnc(SCC(=O)Nc2ccccc2)o1
8. O=C(Nc1ccccc1)N1CCCC2CCCCC21 (centres undefined)
assay / compound | 1 | 2 | 3 | 4 | 5 | 6 | 7 | 8
CHOP inhibitor | -10 | 5 | 0 | -7 | -16 | 16 | -2 | -13
RBBP9 inh | -3 | -8 | -2 | -12 | -7 | 5 | 1 | -7
PPC-1+TRAIL kill | -4 | 4 | 1 | 5 | 26 | 30 | 13 | 17
TRPML3 ag | -0.6 | 1.1 | 0.4 | 0.2 | 1.0 | -0.3 | -0.6 | 0.0
TRPN1 ag | -0.4 | 1.3 | 1.1 | 0.2 | 2.4 | 0.4 | -0.9 | 0.6
Wee1 stabilizer | 0 | 0 | -1 | 3 | 2 | -1 | 5 | 2
Ba/F3 V617F tox | 2 | 0 | 1 | -1 | -1 | -1 | -3 | -2
BaF3 tox | 6 | 5 | 6 | 3 | 5 | 6 | 2 | 0
TNF necrop inh | -1.6 | -0.6 | 1.7 | -0.4 | 0.7 | 3.0 | 0.3 | 3.6

9. COc1c(F)c(F)c(C(=O)O)c(Nc2ccccc2)c1F
10. Cc1ccc(N2CC(C(=O)N3CCN(c4ccccc4)CC3)CC2=O)cc1 (centres undefined)
11. COc1ccc(C(=O)Cc2ccc(OC)c(OC)c2)cc1
12. CCOC(=O)Cc1csc(NC(=O)CSc2nnc(Cc3csc(N)n3)n2C)n1
13. CS(=O)(=O)c1ccc2nc(NC(=O)Nc3ccc(Cl)cc3)sc2c1
14. COC(=O)c1ccc(-c2ccco2)n1Cc1nc(-c2ccc(OC)c(OC)c2)oc1C
15. COc1ccc(NS(=O)(=O)c2cccc(Cl)c2)cc1S(=O)(=O)N1CCCCC1
16. COc1ccccc1NC(=O)c1ccc(NC(=O)COC(=O)C2CCCO2)cc1 (centres undefined)
assay / compound | 9 | 10 | 11 | 12 | 13 | 14 | 15 | 16
CHOP inhibitor | 10 | 20 | 25 | 19 | 33 | 54 | 15 | 2
RBBP9 inh | 8 | -6 | -2 | -7 | 3 | -7 | -9 | -6
PPC-1+TRAIL kill | -11 | 0 | 12 | 23 | 4 | 13 | 17 | -12
TRPML3 ag | 0.3 | 0.4 | 1.4 | 0.1 | 0.8 | 0.3 | 0.0 | 1.2
TRPN1 ag | 0.8 | -1.8 | 0.0 | -0.9 | 1.9 | 0.3 | -0.8 | 0.7
Wee1 stabilizer | -1 | 1 | 0 | 0 | 0 | -2 | -1 | -1
Ba/F3 V617F tox | 0 | -2 | 6 | -3 | -3 | -3 | 0 | 1
BaF3 tox | 1 | 3 | 8 | 2 | 0 | 4 | 7 | 6
TNF necrop inh | -3.0 | -2.3 | 0.0 | -1.5 | 1.1 | -0.5 | 1.0 | -2.5

17. CCCOC(=O)CSC1=C(C#N)C(c2ccccc2OC)C(C#N)C(=O)N1 (centres undefined)
18. O=[N+]([O-])c1ccc(C[n+]2cccc3ccc4cccnc4c32)cc1
19. CCCN1CNC(=S)N(CC2CCCO2)C1 (centres undefined)
20. Cc1ccccc1Oc1cc(NC(=O)CCCn2nc(C)c([N+](=O)[O-])c2C)cc([N+](=O)[O-])c1
21. CCOC(=O)C(=O)NC12CC3CC(CC(C3)C1)C2
22. Cc1ccc(CNC(=O)Cn2c(=O)c3sccc3n(Cc3cccc([N+](=O)[O-])c3)c2=O)cc1
23. O=C(Nc1ccccc1)N1CCCC1
24. CCOC(=O)C1CCN(Cc2ccc(F)c(Br)c2)CC1
assay / compound | 17 | 18 | 19 | 20 | 21 | 22 | 23 | 24
CHOP inhibitor | 16 | 11 | 8 | 91* | 39 | 40 | 16 | 35
RBBP9 inh | 2 | -5 | 2 | -7 | -7 | -7 | -1 | 3
PPC-1+TRAIL kill | 21 | 18 | 37 | 5 | 13 | -1 | -4 | 2
TRPML3 ag | 0.1 | 0.8 | 0.4 | 0.6 | 0.3 | 0.0 | 0.3 | 0.4
TRPN1 ag | 1.3 | 1.0 | 0.1 | 1.1 | -0.7 | -1.1 | -0.7 | -1.7
Wee1 stabilizer | 0 | -1 | 0 | 2 | -5 | 2 | -3 | 1
Ba/F3 V617F tox | -1 | 60* | -5 | 0 | 4 | -1 | 3 | -1
BaF3 tox | -2 | 76* | 1 | 5 | 11 | 4 | 5 | 8
TNF necrop inh | -0.6 | -1.6 | 0.8 | -0.1 | 0.6 | -1.7 | 0.7 | 4.2

25. CCOC(=O)C1CCCc2c1[nH]c1ccc(Cl)cc21 (centres undefined)
26. Cc1cccc(-c2nc(CS(=O)CC(=O)NCc3cccs3)c(C)o2)c1 (centres undefined)
27. CC1CCN(S(=O)(=O)c2ccc(C(=O)Nc3nnc(-c4ccncc4)o3)cc2)CC1
28. CCOC(=O)c1ccc(N2C(=O)CC(N3CCN(C(=O)c4ccccc4)CC3)C2=O)cc1 (centres undefined)
29. COCCC1CCCCN1C(=O)c1cccc(OC2CCN(C3CCCC3)CC2)c1 (centres undefined)
30. COC(=O)COc1ccc(/C=C2/SC(=O)N(CC(=O)N3CCCC3)C2=O)cc1Br
31. COc1cc(OC)cc(C(=O)/C=C2\Sc3ccccc3N2C)c1
32. CCCC(=O)Nc1ccc2c(c1)C(=O)N(CCC(=O)O)C2=O
assay / compound | 25 | 26 | 27 | 28 | 29 | 30 | 31 | 32
CHOP inhibitor | 63 | 28 | 23 | 15 | 11 | 5 | -11 | 21
RBBP9 inh | 4 | -2 | 1 | 5 | 2 | -7 | -6 | 2
PPC-1+TRAIL kill | 11 | 21 | 12 | 7 | 18 | -19 | 8 | 36
TRPML3 ag | 0.1 | -0.7 | 0.1 | 1.2 | 0.9 | 0.7 | -0.7 | 0.3
TRPN1 ag | -2.9 | 0.9 | 0.7 | 0.7 | 0.3 | 0.1 | -1.7 | 1.6
Wee1 stabilizer | 1 | -2 | -4 | 3 | 3 | -4 | 5 | 2
Ba/F3 V617F tox | -2 | -4 | -2 | -1 | 0 | -2 | 6 | -4
BaF3 tox | 1 | 0 | 3 | 5 | 0 | 2 | 14 | 0
TNF necrop inh | 1.6 | 0.4 | -1.3 | 1.3 | 0.7 | -2.5 | -1.4 | -1.5

33. O=Cc1ccccc1-n1cccn1
34. CCN(CC)C(=O)CS(=O)CC(=O)Nc1cc(OCCOC)c(Cl)cc1Cl (centres undefined)
35. COc1ccc2c(Cn3cnc4cc([N+](=O)[O-])ccc4c3=O)cc(=O)oc2c1
36. Cc1c([N+](=O)[O-])c([N+](=O)[O-])nn1CC(=O)N1CCOCC1
37. CN(NC(=O)Nc1ccc(Cl)cc1)c1c(Cl)c(Cl)nn1C
38. COc1ccc(-c2n[nH]c(C)c2-c2ccc(Cl)cc2)c(O)c1
39. CNc1nc(N/N=C/c2cc3c(cc2[N+](=O)[O-])OCO3)nc(Nc2ccccc2)n1
40. CCNc1nc(NC(C)C)nc(OCCOC(=O)c2ccccc2)n1
assay / compound | 33 | 34 | 35 | 36 | 37 | 38 | 39 | 40
CHOP inhibitor | -8 | -4 | 19 | -7 | 7 | 93* | 106* | 35
RBBP9 inh | -1 | -9 | -1 | -3 | -11 | -7 | -2 | -9
PPC-1+TRAIL kill | 15 | 4 | 15 | 16 | 14 | 23 | 26 | -2
TRPML3 ag | 0.3 | 0.6 | 1.1 | 0.5 | 0.4 | -0.5 | -1.2 | -0.1
TRPN1 ag | 1.7 | 0.4 | 0.3 | 1.1 | -0.6 | -3.0 | -0.7 | -0.7
Wee1 stabilizer | -1 | 0 | 0 | 3 | 1 | -3 | -1 | -2
Ba/F3 V617F tox | -2 | 4 | -2 | -1 | -2 | -2 | 0 | 1
BaF3 tox | 4 | 2 | 0 | 2 | 7 | 2 | 5 | 2
TNF necrop inh | 0.6 | -0.4 | -19 | -2.1 | 1.8 | -0.4 | 3.2 | -2.3

41. O=C(O)c1ccc2c(c1)ncn2C1CCCC1
42. COc1ccc(Cc2nn3c(-c4ccccc4Br)nnc3s2)cc1
43. COc1ccc(C(=O)NCC(c2cccnc2)N2CCN(c3ccccc3)CC2)cc1OC (centres undefined)
44. CCN(CC)CCNc1nc(-n2nc(C)cc2C)nc2sc3c(c12)CC(C)(C)OC3
45. O=C(O)CCCCC1SCC2NC(=O)NC21 (centres undefined)
46. CC(C)(C)NC(=O)COC(=O)Cc1ccc(Cl)cc1
47. C=CCOc1ccccc1/C=c1\sc2nc(-c3oc4ccccc4c3C)nn2c1=O
48. CCCCCCOC(=O)C(C#N)c1nc2ccccc2nc1N1CCOCC1 (centres undefined)
assay / compound | 41 | 42 | 43 | 44 | 45 | 46 | 47 | 48
CHOP inhibitor | -20 | 29 | -8 | -31 | -18&-1 | 34 | x | 94*
RBBP9 inh | 8 | -3 | -6 | -2 | -8&1 | 1 | -2 | -6
PPC-1+TRAIL kill | -1 | 6 | -6 | 29 | 10&19 | 21 | x | 4
TRPML3 ag | 1.5 | -0.5 | 1.0 | 0.9 | 0.9&1.0 | 0.8 | 0.4 | 0.5
TRPN1 ag | -0.1 | -0.7 | 2.4 | 2.4 | -0.2&0.2 | 1.6 | 0.4 | 0.4
Wee1 stabilizer | 2 | 0 | -5 | -2 | -1&1 | -2 | 3 | -2
Ba/F3 V617F tox | -4 | -1 | -1 | 10 | 2&-2 | 0 | -5 | 2
BaF3 tox | 0 | 2 | 5 | 4 | -3&-1 | 3 | -1 | 1
TNF necrop inh | -0.1 | -2.1 | 4.1 | -11 | 0.3&1.3 | 0.9 | -0.1 | 0.6

Given with two lines to a compound: 2 of the compounds above.
Results follow in this order: CHOP inhibitor | RBBP9 inh | PPC-1+TRAIL kill | TRPML3 ag | TRPN1 ag | Wee1 stabilizer | Ba/F3 V617F tox | BaF3 tox | TNF necrop inh
41: O=C(O)c1ccc2c(c1)ncn2C1CCCC1
    -20 | 8 | -1 | 1.5 | -0.1 | 2 | -4 | 0 | -0.1
42: COc1ccc(Cc2nn3c(-c4ccccc4Br)nnc3s2)cc1
    29 | -3 | 6 | -0.5 | -0.7 | 0 | -1 | 2 | -2.1

Source: PubChem
